HT1080-NT tox = kills 2HG-producing HT-1080-NT fibrosarcoma cells | Potency, µM (doses to about 46.1 µM), for the others: top-dose activity, negative = less viability, most hits filed as cytotoxic | 360,000 tested, 1.6% active | HT-1080-NT fibrosarcoma viability, CellTiter-Glo ATP luminescence, 48 h | AID 686970;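 also: NT is the 2HG producing partner of a matched IDH1 knockdown line; 0% = DMSO-treated cells and -100% = media-only wells without cells; nearly all actives have a fitted effect of over 55% in size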
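Luminescent CellTiter-Glo readout after 48 hours of compound exposure at 37 degrees C defined viability of HT-1080-NT cells. Activity was normalized to DMSO wells and cell-free media wells; concentration-response curves were fitted and assigned curve classes.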
HT1080 IDH1KD tx = kills HT-1080 cells with IDH1 knockdown; 360,000 tested, 2% active; Potency, µM (highest dose often 46.1 µM), inactives show top-dose activity, negative = toxicity, hits mostly cytotoxic; HT-1080 IDH1 knockdown viability, ATP luminescence, 48 h;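 also: 0% = DMSO wells and -100% = cell-free medium wells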
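In this qHTS, HT-1080 cells depleted of IDH1 are exposed for 48 h at 37 °C to compound titrations. Toxicity is scored from CellTiter-Glo luminescence, with DMSO as full viability and medium alone as none.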
GLP1R cytotox = cytotoxic in the GLP-1 receptor inverse agonist counter-screen. HEK293 cAMP-luciferase reporter cells, luminescence, 24 h. Potency, µM (top dose mostly 38.3 µM), without a hit: at the highest dose activity change, negative = inhibition, usual class: inhibitors. 410,000 tested, 0.13% active;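 also: loss of luciferase light is scored as toxicity; % is scaled to controls: 0 for no effect and ±100 for the full control effect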
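Quantitative HTS format, 1536 wells, 200 cells/uL seeded. Compounds: 23 nL, 24 h, 37 °C. Detection: luciferase reagent, luminescence at 12 min RT; decreased signal taken as cytotoxic.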
KB-3-1 cytotox = KB-3-1 parental cell cytotoxicity; 400,000 tested, 1.4% active; AID 1347075; Potency, µM (titrated, usually from 46.1 µM), for inactives: at the highest dose activity change, negative = cytotoxic, most hits filed as cytotoxic; KB-3-1 viability, CellTiter-Glo ATP luminescence, 72 h; also: % is scaled to controls: 0 for no effect and ±100 for the full control effect; nearly all actives have a fitted effect of over 60% in size
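Cytotoxicity measured as CellTiter-Glo luminescence after 72 h at 37 C. Compound titrations were pinned onto drug-naive KB-3-1 parental adenocarcinoma cells grown in DMEM with 10% FBS, and normalized data fitted to concentration-response curves.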
GLP1R ag = GLP-1 receptor (human) agonism. P43220. HEK293 GLP-1R CRE-luciferase, luminescence, 4-6 h; cells express a hypersensitive GLP-1R form. Potency, µM (series often up to 45.6 µM), without a hit: at the top dose activation, most hits filed as activators. 380,000 tested, 0.007% active; also: % of control where 0% means no effect
Target sequence (P43220 whole entry, looked up): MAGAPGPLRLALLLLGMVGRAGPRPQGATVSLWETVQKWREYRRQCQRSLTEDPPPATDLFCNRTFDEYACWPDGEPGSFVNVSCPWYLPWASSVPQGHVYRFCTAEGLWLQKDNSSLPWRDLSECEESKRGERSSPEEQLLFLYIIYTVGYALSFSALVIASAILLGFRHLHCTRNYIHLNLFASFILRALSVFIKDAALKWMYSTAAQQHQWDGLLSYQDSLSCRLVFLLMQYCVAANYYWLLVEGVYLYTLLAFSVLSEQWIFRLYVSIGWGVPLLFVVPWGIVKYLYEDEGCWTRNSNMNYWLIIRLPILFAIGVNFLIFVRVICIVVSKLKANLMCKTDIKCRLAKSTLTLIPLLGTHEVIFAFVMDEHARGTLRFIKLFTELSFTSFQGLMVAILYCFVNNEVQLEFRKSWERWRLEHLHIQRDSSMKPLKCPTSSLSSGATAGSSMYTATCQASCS
GLP-1R inv ag = GLP-1 receptor (human) inverse agonism; P43220; HEK293 GLP-1R CRE-luciferase, luminescence, 24 h; GLP-1R form is constitutively active; Potency, µM (highest dose often 38.3 µM), for inactives: at the top dose activity change, negative = inhibition, most hits filed as inhibitors; 410,000 tested, 1.6% active; AID 624417; also: % is scaled to controls: 0 for no effect and ±100 for the full control effect; nearly all actives have a fitted effect of over 55% in size
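HEK293 cells stably co-expressing constitutively active GLP-1R and a cAMP-responsive luciferase reporter were seeded in DMEM with 10% Nu serum, given compounds after 12 h, and incubated 24 h at 37 deg C. Luminescence was then read.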
KB-V1 cytotox = KB-V1 MDR subline cytotoxicity; Potency, µM (series often up to 46.1 µM), for inactives: top-dose activity change, negative = cytotoxicity, hits mostly cytotoxic; KB-V1 MDR cells viability, CellTiter-Glo, 72 h; AID 1347076; 400,000 tested, 3.4% active; also: % is scaled to controls: 0 for no effect and ±100 for the full control effect; nearly all actives have a fitted effect of over 60% in size
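Luminescent ATP read-out (CellTiter-Glo, 10 min) measures survival of drug-selected KB-V1 MDR cells after 72 h, 37 degrees C compound exposure. Medium: phenol-red-free DMEM, 10% FBS. Values from fitted concentration-response curves.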
SW480 rerep = induces DNA re-replication in SW480 colon adenocarcinoma cells. Potency, µM (highest dose often 46.1 µM), inactives show at the top dose re-replication activation, hits mostly activators. AID 624297. 340,000 tested, 1.8% active. SW480 DNA re-replication, Hoechst DNA content imaging, 48 h; also: % of control where 0% means no effect; nearly all actives have a fitted effect of over 55% in size
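Hoechst fluorescence of nuclei (405 nm excitation, 500-530 nm emission) measured by plate-scanning imager after 48 hr compound exposure at 37 C; re-replication scored as increased number of nuclei with elevated intensity.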
TDP-43 yeast inh = TDP-43 toxicity inhibition in yeast | Potency, µM (series often up to 46.1 µM), inactives show at the highest dose growth rescue (activation), actives largely listed as activators | 410,000 tested, 1.8% active | TDP-43 expressing yeast growth rescue, BacTiter-Glo, 24 h; also: % of control where 0% means no effect; nearly all actives have a fitted effect of over 50% in size
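Cell-based yeast growth screen: TDP-43 expression induced in galactose, inoculum OD600=0.02 after raffinose pregrowth to mid-log. Read-out BacTiter-Glo luminescence at 24 hr, 30 deg C; inhibition of toxicity seen as signal increase.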
The depositor's hits bear a star; ? = inconclusive; . = not tested or not shown; [ ] = dose if it differs, or a comment. Calls follow the shape of the dose curve; as a rule, active = well fitted curve in the direction sought with a large enough effect; inconclusive = small, poorly fitted or top-dose-only effect, or another doubt; inactive = no such curve, though single readings can be large; an effect the other way counts as inactive or inconclusive. Potency is read from the fitted curve at half-maximal effect. This is a random part of the collection; about 9.4% have a hit in one of these screens.

item	Structure	HT1080-NT tox	HT1080 IDH1KD tx	GLP1R cytotox	KB-3-1 cytotox	GLP1R ag	GLP-1R inv ag	KB-V1 cytotox	SW480 rerep	TDP-43 yeast inh
1	COc1ccc(NC(=S)N(CCc2c(C)[nH]c3ccc(C)cc23)Cc2cccnc2)cc1	-5%	0%	-19%	-17%	-1%	?	6%	3%	10%
2	CC(=O)C(C(C)=O)C(NC(=O)c1cccnc1)(C(F)(F)F)C(F)(F)F	-4%	-1%	55%[activator]	13%	4%	18%	11%	?	-5%
3	CCOc1ccc(C(O)Cn2c(=N)n(CCN3CCCCC3)c3ccccc32)cc1 (stereo not given)	?	?	5%	-26%	6%	0%	11%	?	-18%
4	COc1cccc(OCc2nnc(SCC(=O)OC3CCCCC3)n2C)c1	-8%	-7%	-17%	2%	3%	0%	6%	0%	?
5	CCOc1ccc(NC(=O)CN2C(=O)C3CC=CCC3C2=O)cc1 (stereo not given)	-3%	8%	-9%	21%	-10%	0%	6%	3%	9%
6	COc1cccc(-c2c(-c3ccccc3OC)ncn2Cc2cccc(-c3ccccc3)c2)c1	?	?	?	?	.	?	13µM*	.	?
7	CCc1cc(CNC(=O)c2cccc(OC3CCN(S(C)(=O)=O)CC3)c2)on1	16µM*	-13%	7%	?	5%	5%	?	0%	-2%
8	COc1ccccc1NC(C)C(=O)Nc1ccc(C(C)=O)cc1 (stereo not given)	5%	-4%	-4%	18%	11%	-15%	?	-3%	?
9	O=C(Cc1ccc(Cl)c(Cl)c1)NC1CCCCCC1	-21%	-4%	-5%	-1%	18%	?	-2%	-59%[inhibitor]	-20%
10	CS(=O)(=O)c1ccccc1C(=O)N1CCN(Cc2ccccc2)CC1	4%	-4%	1%	1%	0%	1%	0%	-13%	-30%
11	CCOc1ccccc1NC(=O)Cn1c(=O)ccc2cc(S(=O)(=O)N3CCC(C)CC3)ccc21	.	.	15%	-13%	.	14%	-4%	.	2%
12	Cn1c(NC2CCCCC2)c(N=O)c(=O)n(C)c1=O	12%	18%	-1%	-2%	2%	0%	6%	0%	-13%
13	COc1cccc(CN2CCNC(=O)C2CC(=O)N2CCCCO2)c1OC (stereo not given)	10%	10%	-6%	-3%	-3%	3%	?	-22%	2%
14	Cc1ccc(OCC(=O)Nc2ccc(C(=O)O)cc2NC(=O)COc2ccc(C)c(C)c2)cc1C	-10%	0%	1%	2%	2%	13%	12%	-3%	-7%
15	Nc1ccc(C(=O)N2CCN(S(=O)(=O)c3ccc4c(c3)OCCCO4)CC2)cc1[N+](=O)[O-]	-1%[9.24 µM]	-14%	-9%	?	6%	27%	?	9%	17%
16	N#Cc1c(N2C(=O)c3ccc(C(=O)O)cc3C2=O)sc2c1CCCC2	12%	13%	15%	8%	-1%	-4%	26%	-73%[inhibitor]	-14%
17	CCOC(=O)CCNC(=O)Nc1cc2nc(C)n(Cc3cccc(Cl)c3)c2nc1C	15%	25%	3%	11%	7%	-8%	22%	9%	-6%
18	COc1ccc(C)cc1-n1c(=O)c2ccccc2c2ccccc2c1=O	-5%	-12%	0%	-1%	1%	-14%	2%	0%	14%
19	CC(C)N(C(=O)[C@H]1C[C@H](CC(=O)NCCc2ccccn2)C(=O)N2CCc3c([nH]c4cc(CCC(=O)N(C)C)ccc34)[C@]12C)C(C)C	4%	3%	2%	0%	1%	4%	0%	-15%	11%
20	COc1nc(NC(C)(C)C)nc(Oc2ccc(=O)n(-c3ccccc3)n2)n1	1%	-10%	-4%	-10%	22%	0%	21µM*	-1%	-20%

Another view of 2 compounds above:
[2] CC(=O)C(C(C)=O)C(NC(=O)c1cccnc1)(C(F)(F)F)C(F)(F)F
[14] Cc1ccc(OCC(=O)Nc2ccc(C(=O)O)cc2NC(=O)COc2ccc(C)c(C)c2)cc1C

| assay / compound | 2 | 14 |
| --- | --- | --- |
| HT1080-NT tox | -4% | -10% |
| HT1080 IDH1KD tx | -1% | 0% |
| GLP1R cytotox | 55%[activator] | 1% |
| KB-3-1 cytotox | 13% | 2% |
| GLP1R ag | 4% | 2% |
| GLP-1R inv ag | 18% | 13% |
| KB-V1 cytotox | 11% | 12% |
| SW480 rerep | ? | -3% |
| TDP-43 yeast inh | -5% | -7% |

The listing picks up; the six compounds before the break are reprinted first.
item	Structure	HT1080-NT tox	HT1080 IDH1KD tx	GLP1R cytotox	KB-3-1 cytotox	GLP1R ag	GLP-1R inv ag	KB-V1 cytotox	SW480 rerep	TDP-43 yeast inh
15	Nc1ccc(C(=O)N2CCN(S(=O)(=O)c3ccc4c(c3)OCCCO4)CC2)cc1[N+](=O)[O-]	-1%[9.24 µM]	-14%	-9%	?	6%	27%	?	9%	17%
16	N#Cc1c(N2C(=O)c3ccc(C(=O)O)cc3C2=O)sc2c1CCCC2	12%	13%	15%	8%	-1%	-4%	26%	-73%[inhibitor]	-14%
17	CCOC(=O)CCNC(=O)Nc1cc2nc(C)n(Cc3cccc(Cl)c3)c2nc1C	15%	25%	3%	11%	7%	-8%	22%	9%	-6%
18	COc1ccc(C)cc1-n1c(=O)c2ccccc2c2ccccc2c1=O	-5%	-12%	0%	-1%	1%	-14%	2%	0%	14%
19	CC(C)N(C(=O)[C@H]1C[C@H](CC(=O)NCCc2ccccn2)C(=O)N2CCc3c([nH]c4cc(CCC(=O)N(C)C)ccc34)[C@]12C)C(C)C	4%	3%	2%	0%	1%	4%	0%	-15%	11%
20	COc1nc(NC(C)(C)C)nc(Oc2ccc(=O)n(-c3ccccc3)n2)n1	1%	-10%	-4%	-10%	22%	0%	21µM*	-1%	-20%
21	O=C(Cc1csc(NC(=O)Nc2ccc(Cl)cc2)n1)NCc1ccccn1	-5%	-5%	?	-12%	-7%	?	4%	-1%	25%
22	CCCN=C1N(C)C[C@@H]2[C@@H]3C(=O)N(C)C(=O)[C@@H]3[C@](C)(C(=O)OC)N12	10%	9%	-2%	8%	-1%	12%	?	-3%[9.22 µM]	15%
23	COc1cc2c(cc1OC)-c1cc(NC3CCCCCCC3)nc(=O)n1CC2	-4%	-19%	-6%	0%	?	132%[activator]	0%	0%[9.22 µM]	-9%
24	COc1ccccc1C(=O)N1CC(=O)Nc2ccc(C)cc2C1c1ccc(F)cc1 (stereo not given)	3%	8%	3%	17%	9%	?	-12%	0%	-11%
25	CCC(C(=O)Nc1cc(Cl)c(OC)cc1OC)c1ccccc1 (stereo not given)	0%	-8%	-5%	-7%	11%	?	-31%	2%	26%
26	CSCCC(NC(=O)c1ccco1)C(=O)OCC(=O)N1c2ccccc2NC(=O)C1(C)C (stereo not given)	1%	-1%	5%	8%	-8%	17%	?	-8%	7%
27	Cc1cc(Cl)ccc1OCC(=O)N1CC(C)CC(C)C1 (stereo not given)	1%	-19%	-4%	0%	4%	?	?	4%	?
28	CC(=O)NC1=C(Nc2ccc(N(C)C)cc2)C(=O)c2ccccc2C1=O	?	13µM*	?	-19%	-1%	4µM*	0%	18%	-42%[inhibitor]
29	O=C(NCc1cccnc1)Nc1ccc(Cl)c(Cl)c1	5%	-2%	-4%	1%	-1%	-30%	21%	2%	-5%
30	COc1ccc(C2c3cccn3CCN2S(=O)(=O)c2ccc([N+](=O)[O-])cc2)cc1 (stereo not given)	.	.	-13%	-10%	.	-29%	6%	.	25%
31	COc1ccc(OC)c(-n2cnc3cc(C(=O)NCCCN4CCOCC4)ccc32)c1	-1%	0%[9.24 µM]	3%	13%	-2%	87%[activator]	-21%	-5%	6%
32	CCOc1ccc(NC(=O)CN(C)C(=O)c2cc(C)on2)cc1OCC	1%	7%	9%	5%	17%	7%	15%	2%	24%
33	Cc1nn(C)c(Cl)c1NC(=O)OCc1ccc(Cl)cc1Cl	-2%	-26%	-18%	4.1µM*	1%	?	2.6µM*	2%	?
34	NC(=O)N1CCN(CCCN2c3ccccc3Sc3cc(Cl)ccc32)CC1	?	?	?	-11%	3%	?	-12%	.	-8%
35	CNC(=S)N(CCc1ccc(OC)c(OC)c1)Cc1cc2c(C)cc(C)cc2[nH]c1=O	11%	14%	-16%	-3%	10%	10%	-15%	-3%	-1%
36	CSc1ncc(C(=O)Nc2ccccc2Cl)c(C)n1	7%	21%	-5%	-7%	6%	19%	5%	-1%	7%
37	COc1cccc(NCc2cc(=O)oc3cc(C)c(O)cc23)c1	-24%	-1%	-3%	-10%	13%	?	-12%	-1%	-17%
38	c1ccc(-c2ncnc3nc4n(c23)CCC4)cc1	1%	9%	3%	5%	-10%	0%	1%	-9%	-4%
39	NNc1nnc2c3cc(F)ccc3n(CCc3ccccc3)c2n1	?	?	-21%	23µM*	16%	-13%	?	4.1µM*	15%
40	COc1cccc(NC(=O)NCCCN2CCN(c3ccc(F)cc3)CC2)c1	?	?	6%	-2%	-5%	?	0%	4%	1%
41	CCCn1c(N2CCN(C)CC2)nc2c1c(=O)[nH]c(=O)n2C	-2%	6%	10%	13%	3%	4%	22%	1%	-5%
42	COc1ccc(/C=N/NC(=O)/C(=C/c2ccccc2)CCO)cc1	18%	18%	26%	8%	6%	-3%	6%	1%	15%
43	CCc1ccc(-n2c(C)nnc2SCc2nc(-c3ccc(OC)cc3)no2)cc1	.	.	2%	-3%	.	?	11%	.	?
44	N/C(=N\OC(=O)CCCOc1ccccc1)c1cccc(Br)c1	?	11%	-2%[7.66 µM]	1%	1%	12%[7.66 µM]	3%	-1%	0%
45	CCc1ccc(-c2csc3ncn(Cc4ccc(C(=O)O)cc4)c(=O)c23)cc1	-9%	-20%	-6%	0%	-4%	29%	23%	-4%	?
46	CSc1ccccc1NC(=O)CSc1nnc(COc2ccccc2)o1	19%	13%	3%	5%	6%	17%	27%	-21%	7%
47	CC(C)(C)c1csc(NC(=O)Cn2cnc3ccccc3c2=O)n1	-6%	-13%	-4%	23%	-8%	-9%	15%	-6%	-37%[inhibitor]
